Screening data (PubChem BioAssay)
H9c2 protect: protects H9c2 cardiomyocytes from peroxide injury. H2O2 injury protection, ATPLite, 2 h. protection from H2O2 cell death, % at 20 µM. 0.63% of 360,000 active;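 active means compounds giving at least 50% protection of heart cells from peroxide-induced death in the single-dose screen, raw or plate-pattern-corrected value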;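 further: 0% = DMSO wells with peroxide and 100% = DMSO wells without peroxide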
CaV13 FRET inh: Primary screen for inhibitors of IQ motif and Ca2+-dependent inactivation inhibitor domain binding in CACNA1D, Förster resonance energy transfer in living cells, …; inhibition, % at 12.3 µM; AID 743397; HEK cells, CFP/YFP FRET ICDI-IQ, plate reader, 10 min; percent FRET-ratio fall versus neutral wells; 0.098% of 340,000 active;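 active means mean replicate inhibition of at least 30% and at least 1% of replicates passing that level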;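 further: 0% = median of the neutral control wells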
ABCB6 inh 2: blocks the human ABCB6 transporter. Q9NP58. 0.19% of 360,000 active. K562-ABCB6 porphyrin accumulation, flow cytometry, 1 h; active compounds read low. AID 602162. fluorescence ratio to DMSO, % at 10 µM;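 active means fluorescence ratio to DMSO below 75%, the collection mean minus 3 SD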;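 further: signal is porphyrin accumulated inside mitochondria; 100% equals median channel fluorescence of DMSO control wells; lower ratio means ABCB6 inhibition with less porphyrin fluorescence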
Target sequence (Q9NP58 whole entry, looked up): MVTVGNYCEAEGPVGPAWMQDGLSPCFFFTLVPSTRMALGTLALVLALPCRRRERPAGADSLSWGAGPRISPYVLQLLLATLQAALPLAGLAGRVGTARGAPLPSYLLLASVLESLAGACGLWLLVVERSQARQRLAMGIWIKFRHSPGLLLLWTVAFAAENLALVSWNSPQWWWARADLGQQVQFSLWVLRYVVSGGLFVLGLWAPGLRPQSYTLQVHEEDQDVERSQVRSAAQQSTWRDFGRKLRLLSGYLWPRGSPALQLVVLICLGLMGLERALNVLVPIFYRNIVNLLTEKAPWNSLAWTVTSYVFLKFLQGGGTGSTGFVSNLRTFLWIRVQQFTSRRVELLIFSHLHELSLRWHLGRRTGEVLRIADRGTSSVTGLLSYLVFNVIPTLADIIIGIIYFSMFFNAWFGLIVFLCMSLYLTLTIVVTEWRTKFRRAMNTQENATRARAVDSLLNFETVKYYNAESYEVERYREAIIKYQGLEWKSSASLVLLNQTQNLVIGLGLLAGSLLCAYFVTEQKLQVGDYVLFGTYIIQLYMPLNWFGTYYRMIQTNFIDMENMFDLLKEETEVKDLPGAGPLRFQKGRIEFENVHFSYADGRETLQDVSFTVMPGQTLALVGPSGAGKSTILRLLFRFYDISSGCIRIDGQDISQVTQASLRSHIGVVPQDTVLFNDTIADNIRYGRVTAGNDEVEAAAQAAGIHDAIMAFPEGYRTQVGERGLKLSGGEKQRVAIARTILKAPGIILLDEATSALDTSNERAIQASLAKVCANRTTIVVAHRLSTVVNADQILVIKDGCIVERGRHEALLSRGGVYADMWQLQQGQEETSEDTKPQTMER
aDG glyco act: increases alpha dystroglycan glycosylation. 0.22% of 360,000 active. Pro5-aDG cells, alpha-DG glycosylation AlphaScreen (IIH6); 0% Pro5, 100% B10-LARGE cell signal. activation, % at 10 µM. AID 624168;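 active means activation of at least 8% versus controls, or a plate z-score of at least 8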;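 further: Pro5 are CHO cells carrying HIG-tagged alpha-DG that lacks glycosylation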
Granule exo inh: blocks lytic granule exocytosis | AID 651702 | TALL-104 LAMP-1 surface exposure, flow cytometry; cells stimulated with thapsigargin and PMA | 0.66% of 360,000 active | inhibition, % at 10 µM;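 active means inhibition above about 55%, limit read from the data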
iPSC survival up: enhancers of human iPSC single-cell survival | hiPSC single-cell survival, ATPlite luminescence; 100% = ROCK inhibitor wells, 0% = DMSO | survival enhancement, % at 20 µM | 0.044% of 360,000 active | AID 602274; in the data active means survival enhancement above about 18%;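 further: cells exposed to compounds for 16 hours before the ATP read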
Glyco luc inh: blocks N-linked glycosylation in D54 reporter cells; D54 ERlucT glycosylation luciferase reporter, 24 h; percent of 100 nM tunicamycin response; reporter increase, % at 12.5 µM; 0.23% of 360,000 active; AID 588692;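 active means mean luciferase reporter signal, scaled so untreated is 0 and the glycosylation-blocking control 100, at or above a set limit in every replicate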;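 further: luciferase carries N-glycosylation sites so blocking glycosylation raises the light; 0% = median of neutral control wells and 100% = median of 100 nM tunicamycin wells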
Vif inh: blocks HIV Vif function; HEK293T cells, Vif self-association by quenched fluorescence, imaging, 24 h; inhibition, % at 7.49 µM; 0.35% of 340,000 active; AID 602346; in the data active means inhibition above about 50%, passing the limit was not always enough; further: some results filed as inactive read as strong as hits
PDI turbidity: inhibitors of human protein disulfide isomerase | P07237 | PDI insulin aggregation turbidity, A650, 90 min | inhibition, % at 10 µM | 0.052% of 350,000 active | AID 588391;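 active means mean inhibition across replicates of 30% or more, whatever share of single replicates reach that level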;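 further: absorbance from insulin aggregation driven by PDI reduction with DTT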
m5-HT2A agonist: mouse HTR2A agonism via beta-arrestin recruitment; AID 624169; activation, % at 7.6 µM; P35363; CHO-K1 mHTR2A beta-arrestin complementation, luminescence; percent of 30 µM serotonin response; 0.66% of 360,000 active;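 active means activation above a run cutoff, the mean activation of all tested compounds plus 3 SD, cut at about 14% in these data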;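 further: 0% = plate median of compound wells and 100% = 30 µM serotonin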
An asterisk follows results filed as active; . = no result given. The order is random (roughly 3.1% active in at least one column).

smiles	H9c2 protect	CaV13 FRET inh	ABCB6 inh 2	aDG glyco act	Granule exo inh	iPSC survival up	Glyco luc inh	Vif inh	PDI turbidity	m5-HT2A agonist
O=C(C1CCN(S(=O)(=O)c2ccccc2F)CC1)N1CCCC1	0	-6	99	-0.3	3	-0.1	1	-2	-5	-4
CCOc1ccc(CN(C)C(=O)Cc2c[nH]c3ccccc23)cc1	-2	-4	94	0.1	16	0.2	0	.	5	-5
Cc1ccc(S(=O)(=O)N(CC(=O)N2CCCCCC2)c2ccccc2F)cc1	2	-4	95	0.0	-7	0.9	-5	-3	-8	-2
CCCCC(=O)Nc1ccc(C(=O)NNC(=S)NC(=O)c2ccco2)cc1	27	-1	92	0.5	-1	-0.3	-1	-1	4	-2
CCN1CCN(c2ccc(S(=O)(=O)N3CCCCC3)cc2NC(=O)/C=C/c2cc(OC)ccc2OC)CC1	-10	-2	101	3.1	60*	0.1	-12	4	-10	-1
CN(CCOc1ccccc1)CC(=O)Nc1ccc(Br)cc1F	-5	-2	97	-0.1	-14	-0.3	3	-4	1	-4
CCOc1cc(NC(=S)NCC2CCCO2)c(OCC)cc1NC(=O)c1ccc(C)cc1 (stereo not given)	9	-4	97	-0.4	2	1.0	2	-3	13	-1
CCCCN(NC(C)=O)c1nc(Cl)nc(NC(C)C)n1	4	-10	95	-0.2	-3	-2.0	0	8	0	1
Cc1ccccc1NC(=O)CN(C)S(=O)(=O)c1cccc2cccnc12	-2	17	102	0.1	0	-1.1	0	2	-6	-2
Cc1cccc(C(=O)N2c3ccccc3C(=O)OC2c2ccc3c(c2)OCO3)c1 (stereo not given)	-10	.	96	0.0	-5	0.6	0	0	-9	-5
Cc1nnc(Cl)c2nn(-c3ccccc3)c(C)c12	-2	-5	98	-0.2	2	-0.2	2	-12	-14	1
CCC(=O)N1CCN(c2ccc(NC(=O)c3ccc4c(c3)OCO4)cc2)CC1	2	-4	97	-0.1	0	-1.6	-1	1	-6	0
COc1ccc(N(C(C)C(=O)NC2CCCCCC2)S(C)(=O)=O)cc1 (stereo not given)	6	-5	90	0.0	-1	-0.2	1	5	-7	-3
O=C(CS(=O)(=O)Cc1ccccc1)N1CCN(c2ccccc2F)CC1	-1	-2	103	-0.1	-3	0.8	.	.	2	1
COc1ccc(-c2nnc(-c3ccc(F)cc3)o2)cc1	-13	-4	104	0.1	2	0.2	-9	-13	-1	-4
CC1CC(C)CN(C(CCc2ccccc2)C(=O)NC2CCCCC2)C1 (stereo not given)	-3	.	99	1.8	1	-1.7	2	-3	.	4
O=C(/C=C/c1ccco1)Nc1ccccc1N1CCCCC1	1	-15	95	-0.4	-3	0.4	-1	-7	-1	7
Cc1ccc(C(=O)OCC(=O)Nc2ccc(F)c(Cl)c2)o1	-1	-5	93	-0.1	-2	1.1	0	0	-2	5
O=C(O)CCC(=O)N(Cc1cccnc1)Cc1cccc(F)c1	2	-7	103	-0.1	1	1.8	2	7	1	5
CCc1ccc(NC(=O)C/C(C)=N/NC(=O)COc2ccccc2C)cc1	6	-3	92	0.0	-19	0.9	-1	-9	0	-5
COc1ccccc1NC(=O)C1CCCN1S(=O)(=O)c1cccc2nsnc12 (stereo not given)	-1	.	100	-0.2	0	-0.3	0	20	1	10
CCn1c(=O)[nH]c(=O)c2c(N)c(C(=O)c3ccccc3OC)sc21	-4	-6	99	0.0	1	17	1	7	-1	9
CCOc1cc(N2CCOCC2)c(OCC)cc1NC(=O)C(C)(C)C	5	-3	95	-0.1	4	0.7	1	-3	7	-3
O=C(N/C(=C/c1ccc(Cl)cc1)C(=O)N1CCCCC1)c1ccco1	1	-6	104	0.2	2	0.1	-4	-1	-7	2
CC(C)COP(=O)(OCC(C)C)C(Nc1ccccc1)c1ccc(F)cc1 (stereo not given)	10	-3	96	0.2	-8	-1.0	-1	-6	-1	1
Cc1[nH]c(=O)[nH]c(=O)c1NS(=O)(=O)c1ccccc1	6	-3	94	-0.1	0	-1.0	0	1	0	0
Cc1ncc(N=Nc2ccccc2Cl)c(-c2ccccc2)n1	-7	-5	105	-0.7	-6	3.2	1	-4	-1	0
Cc1cccc(C)c1NC(=O)CN(C)C(=O)c1cccc(-n2cccc2)c1	-1	-12	98	-0.1	8	-0.3	0	.	3	-2
COc1ccc2cc(C)c3nnc(SCC(=O)Nc4nc(-c5ccccc5)cs4)n3c2c1	24	-6	94	-0.2	0	7.4	-2	3	-18	0
COc1ccc2c(c1)C(C)=CC(C)(C)N2S(=O)(=O)c1ccc(Br)cc1	-18	-3	103	-0.7	0	0.4	5	-11	-8	-2
O=C1C(=O)N(Cc2cccnc2)C(c2ccccn2)/C1=C(/O)c1ccc(Br)cc1 (stereo not given)	-1	-5	102	-0.3	3	-2.0	-1	.	3	3
CC(=O)N1CC(C)Sc2ccc(S(=O)(=O)NC3CCCCC3C)cc21 (stereo not given)	-10	-15	98	0.8	2	-0.6	-3	-4	-6	-1
Cc1cc([N+](=O)[O-])nn1CC(=O)Nc1ccccn1	2	-1	101	-0.4	2	-1.6	2	3	-1	1
Cc1cc(C)c(CC(=O)c2ccccc2)c(C)c1	-6	-5	98	-0.1	1	3.7	0	-6	-4	-4
O=Nc1onc(-c2ccc([N+](=O)[O-])cc2)c1NO	2	3	110	0.0	4	0.2	2	2	5	-1
C[C@@H]1CN([C@@H](C)CO)C(=O)CCCn2nncc2CO[C@H]1CN(C)S(=O)(=O)c1cn(C)cn1	12	-7	104	-0.3	5	-2.2	2	.	-1	5
CCOC(=O)C1CCN(c2c(N3CCN(Cc4ccccc4)CC3)c(=O)c2=O)CC1	-2	-6	95	-0.2	3	0.1	28*	9	0	2
O=C(CN(Cc1ccccc1)S(=O)(=O)c1ccccc1)N/N=C/c1ccc2c(c1)OCO2	0	-7	94	0.0	-1	0.3	-2	-4	10	-4
O=C(CCCSc1nc2ccccc2[nH]1)NCc1ccco1	-3	-5	97	0.0	2	4.0	2	-9	12	-4
ClCc1csc(-c2ccc(Cl)cc2)n1	-14	-9	100	-0.1	3	-1.7	1	8	8	-1
COc1ccc(OCCC(=O)OCC(=O)NCc2ccccc2OC)cc1	-3	-2	99	-0.2	7	-0.4	2	-3	0	-4
Cc1cccc(C(=O)NCC(=O)N2CCC2)c1	1	-2	100	-0.1	2	-2.2	1	.	-6	0
CCCCCOP(=O)(OCCCCC)C1(NS(=O)(=O)c2ccccc2)C=CC(=O)c2ccccc21 (stereo not given)	-25	.	93	7.7	6	1.7	7	6	7	-2
CC(C)Oc1cc2oc(=O)c3c(c2cc1Cl)CCC3	-11	-1	83	-0.1	1	-3.4	1	-2	-1	6
CCN1CCN(c2oc(-c3ccccc3C)nc2S(=O)(=O)c2ccccc2)CC1	2	-7	95	-0.3	12	-0.3	-7	.	12	-14
COc1cccc(-c2cc3nc4c(c(N5CCC6(CC5)OCCO6)n3n2)CCC4)c1	12	6	107	0.2	-1	-1.6	-9	0	-2	-3
Clc1nc(Oc2ccccc2)nc(-c2cn(-c3ccccc3)c3ccccc23)n1	3	-5	100	0.0	-8	1.1	0	-8	-4	4
CS(=O)(=O)Nc1ccc(-c2cccc3nccn23)cc1	8	-6	79	-0.3	-6	-2.3	2	-1	9	3
CC(C)Oc1ccc(Nc2ncnc3ccccc23)cc1	-6	4	105	1.0	-4	1.6	-3	3	-7	-3
CCCC(=O)c1ccc(N2CCN(C(=O)OCC)CC2)c(F)c1	-7	-10	96	0.1	-2	3.6	-1	-3	0	3
COc1ccc(Oc2nccc(-c3ccccc3)c2C#N)cc1	-5	-5	100	0.8	-2	-2.3	-1	-1	3	0
COCCn1c(SCC(=O)N2CCCc3ccccc32)nc2cccnc21	0	-2	97	0.0	-1	-1.8	0	-5	0	1
Cc1ccc(C)c(NS(=O)(=O)c2ccc(OCC(=O)NCc3ccccn3)cc2)c1	1	16	98	0.0	2	0.6	-2	6	6	-7
CN(C)CCCNC(=O)c1cc2sc3ccccc3c2s1	16	2	105	2.8	26	-4.5	-7	-2	-23	-7
CC[n+]1cc(-c2ccccc2)nc(N2CCOCC2)n1	1	-8	92	0.0	0	-0.9	-3	2	1	0
CSCc1ccc(C(=O)N2CCCC(Nc3ccc4c(c3)OCCO4)C2)o1 (stereo not given)	2	-15	96	0.1	0	0.1	2	-4	2	-2

(next part)
smiles	H9c2 protect	CaV13 FRET inh	ABCB6 inh 2	aDG glyco act	Granule exo inh	iPSC survival up	Glyco luc inh	Vif inh	PDI turbidity	m5-HT2A agonist
O=C(c1cc2nc(-c3ccc(F)cc3)cc(C(F)(F)F)n2n1)N1CCCCC1c1cccnc1 (stereo not given)	-21	1	95	2.0	26	0.6	-3	-5	-3	-5
CN1CCN(c2nc3c(c(=O)[nH]c(=O)n3C)n2Cc2ccccc2)CC1	5	-21	97	-0.1	5	-0.6	3	-4	3	-4
COC(=O)Cc1ccc(NC(=S)NCCO)cc1	7	-4	94	0.0	7	-0.2	0	-8	2	3
COc1cc(C(=O)OCCCOC(=O)c2cc(OC)c(OC)c(OC)c2)cc(OC)c1OC	6	.	92	-0.1	-1	-0.3	2	-10	5	-1
CC(=O)OCC(OC(C)=O)C(OC(C)=O)C(OC(C)=O)C(=O)Nc1ccccc1C (stereo not given)	-1	-4	95	-0.2	-5	-0.1	2	-1	-1	-1
O=C(NCCc1cccc(F)c1)C1CCN(S(=O)(=O)c2ccccc2)CC1	-3	-20	99	0.1	10	-0.2	1	-13	7	1
CCCNC(=O)C(NS(=O)(=O)c1cccc2nsnc12)c1ccccc1 (stereo not given)	-1	-4	100	-0.2	1	1.7	1	16	-6	5
COc1ccccc1CC(=O)N1CCN(c2ccc(F)cc2)CC1	-3	-4	93	0.1	3	-1.0	-2	-4	-1	-6

Ordered by heavy-atom count (ascending): part of the list above
smiles	H9c2 protect	CaV13 FRET inh	ABCB6 inh 2	aDG glyco act	Granule exo inh	iPSC survival up	Glyco luc inh	Vif inh	PDI turbidity	m5-HT2A agonist
COC(=O)Cc1ccc(NC(=S)NCCO)cc1	7	-4	94	0.0	7	-0.2	0	-8	2	3
CN1CCN(c2nc3c(c(=O)[nH]c(=O)n3C)n2Cc2ccccc2)CC1	5	-21	97	-0.1	5	-0.6	3	-4	3	-4
O=C(NCCc1cccc(F)c1)C1CCN(S(=O)(=O)c2ccccc2)CC1	-3	-20	99	0.1	10	-0.2	1	-13	7	1

Next section:
smiles	H9c2 protect	CaV13 FRET inh	ABCB6 inh 2	aDG glyco act	Granule exo inh	iPSC survival up	Glyco luc inh	Vif inh	PDI turbidity	m5-HT2A agonist
CCOc1cc(CN2CCN(c3ncccn3)CC2)ccc1OC	-1	-1	99	-0.1	-5	0.0	1	-12	2	22*
CN1CCC(=NNC(=O)c2cc(-c3ccc(Cl)cc3)n[nH]2)CC1	-5	-17	97	0.1	-3	-0.4	1	-1	8	1
CS(=O)(=O)Cc1ccc(C(=O)NC2CCCc3ccccc32)cc1 (stereo not given)	-4	-3	94	0.0	-6	-0.3	0	14	-15	3
Cc1ccc(C)c(NC(=O)C2CCCN2S(=O)(=O)c2ccc3c(c2)n(C)c(=O)c(=O)n3C)c1 (stereo not given)	13	-6	96	0.0	-1	1.2	0	.	1	2
C/C(=N/NC(=O)c1cccc(C)c1)c1c(O)cc(C)oc1=O	-2	-4	93	-0.1	-1	3.3	3	10	6	-2
